Screening data deposited in PubChem by National Center for Advancing Translational Sciences (NCATS).
ALOX12 inh: blocks human arachidonate 12S-lipoxygenase; P18054; purified 12hLO, xylenol orange hydroperoxide absorbance; Potency, µM (highest dose often 108 µM), for the others: at the top dose activity change, negative = inhibition, usual class: inhibitors; 1.1% of 580,000 active; also: potency is read from the fitted curve at half-maximal effect; % is scaled to controls: 0 for no effect and ±100 for the full control effect
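Purified human 12hLO (150 nM final) in 25 mM Hepes, 0.01% Triton X-100, pH 7.0 was preincubated 15 min at room temperature with compound. Then 40 uM arachidonic acid was added, 30 min. Hydroperoxide was read by Fe-XO absorbance ratio 573/405 nm.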
Apoferritin bind: candidate novel general anesthetic via apoferritin binding; P02791; AID 485281; apoferritin/1-aminoanthracene competitive binding, fluorescence; 0.074% of 350,000 active; Potency, µM (doses to about 77.5 µM), without a hit: at the highest dose activity change, negative = displacement, hits mostly inhibitors; also: potency is read from the fitted curve at half-maximal effect; % is scaled to controls: 0 for no effect and ±100 for the full control effect; nearly all actives have a fitted effect of over 20% in size
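Read-out: endpoint 1-AMA fluorescence, excitation 380 nm and emission 535 nm, after compounds sit 10 min at room temperature with 10 uM horse-spleen apoferritin in 50% saturated 1-AMA/PBS. Values come from four-parameter Hill fits.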
APEX1 inh: inhibitors of human APE1 endonuclease; Potency, µM (highest dose often 65.8 µM), for inactives: top-dose activity change, negative = inhibition, hits mostly inhibitors; recombinant APE1, TAMRA/BHQ-2 abasic DNA cleavage fluorescence; 0.35% of 350,000 active; P27695;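 also: potency is read from the fitted curve at half-maximal effect; plate controls were vehicle for no effect and reference inhibitor for full effect; nearly all actives have a fitted effect of over 55% in size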
Target sequence (P27695 whole entry, looked up): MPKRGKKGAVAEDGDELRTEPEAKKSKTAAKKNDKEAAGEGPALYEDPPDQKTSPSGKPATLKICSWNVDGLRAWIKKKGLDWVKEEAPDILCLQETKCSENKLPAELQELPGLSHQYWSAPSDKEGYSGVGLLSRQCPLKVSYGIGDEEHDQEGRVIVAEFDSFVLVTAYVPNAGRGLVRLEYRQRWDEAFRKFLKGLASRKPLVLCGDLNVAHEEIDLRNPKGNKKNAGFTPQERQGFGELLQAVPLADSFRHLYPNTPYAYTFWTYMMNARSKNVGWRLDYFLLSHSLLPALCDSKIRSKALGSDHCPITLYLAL
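Endonuclease cleavage of a quenched abasic-site DNA duplex (50 nM) by APE1 (0.75 nM) was tracked by TAMRA dequenching. Compounds were preincubated with enzyme 15 min at room temperature; data normalized to buffer-only and DMSO wells plus NSC13755 control.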
LDHA block: LDHA (human) enzyme inhibition; purified LDHA, NADH/diaphorase-resazurin fluorescence; stronger effect = lower value; activity change, % (values are at about 110 or 230 µM); 0.15% of 480,000 active; AID 1347041; in the data active = activity change below about -30%; inconclusive = mostly about -25% to -30%;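 also: plate controls were DMSO wells for no effect and wells without enzyme for full effect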
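Remaining NADH was detected by diaphorase (0.133 mg/mL) converting 37 µM resazurin to fluorescent resorufin, read at 0 and 20 minutes. The preceding 5-minute room-temperature reaction used 2 nM LDHA, 0.2 mM sodium pyruvate and 0.06 mM NADH at pH 7.4.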
Pol kappa inh: inhibitors of human DNA polymerase kappa; 0.53% of 400,000 active; Q9UBT6; purified Pol kappa, fluorescent DNA synthesis assay, 10 min; Potency, µM (doses to about 107 µM), without a hit: top-dose activity, negative = inhibition, hits mostly inhibitors; also: potency is read from the fitted curve at half-maximal effect; % is scaled to controls: 0 for no effect and ±100 for the full control effect
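Inhibition of 10 nM Pol kappa is measured by a fluorescent read-out at 0 and 10 min following addition of 50 nM substrate (final), with a 15-min room-temperature compound preincubation.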
POLB inh: inhibitors of human DNA polymerase beta | P06746 | Pol beta primer extension/strand displacement, fluorescence kinetic | AID 485314 | Potency, µM (top dose mostly 114 µM), without a hit: at the highest dose activity change, negative = inhibition, hits mostly inhibitors | 1.3% of 340,000 active; also: potency is read from the fitted curve at half-maximal effect; % is scaled to controls: 0 for no effect and ±100 for the full control effect
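Enzyme-only controls used 10 nM Pol beta; buffer lacking enzyme served as negative control. Compound preincubated 15 min, then 50 nM substrate added; 0 and 10 min reads at room temperature.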
ERG-DNA inh: blocks human ERG Ets domain binding to DNA | P11308 | fluorescence polarization, His-ERG Ets domain / labelled DNA | Potency, µM (series often up to 76.9 µM), inactives show at the top dose FP activity, negative = inhibition, hits mostly inhibitors | 0.028% of 370,000 active | AID 624246; active = well fitted inhibition curve with a large enough effect in the polarisation, with a control signal flat; inconclusive = small, poorly fitted or top-dose-only effect, or effect the other way, or a change in a side signal; inactive = no such curve, though single readings can be large or run the other way; the % refers to the polarisation;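 also: polarization taken with two DNA probes labelled with fluorescein and Texas red; potency is read from the fitted curve at half-maximal effect; % of control where 0% means no effect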
Target sequence (P11308 whole entry, looked up, the tested form may be a part): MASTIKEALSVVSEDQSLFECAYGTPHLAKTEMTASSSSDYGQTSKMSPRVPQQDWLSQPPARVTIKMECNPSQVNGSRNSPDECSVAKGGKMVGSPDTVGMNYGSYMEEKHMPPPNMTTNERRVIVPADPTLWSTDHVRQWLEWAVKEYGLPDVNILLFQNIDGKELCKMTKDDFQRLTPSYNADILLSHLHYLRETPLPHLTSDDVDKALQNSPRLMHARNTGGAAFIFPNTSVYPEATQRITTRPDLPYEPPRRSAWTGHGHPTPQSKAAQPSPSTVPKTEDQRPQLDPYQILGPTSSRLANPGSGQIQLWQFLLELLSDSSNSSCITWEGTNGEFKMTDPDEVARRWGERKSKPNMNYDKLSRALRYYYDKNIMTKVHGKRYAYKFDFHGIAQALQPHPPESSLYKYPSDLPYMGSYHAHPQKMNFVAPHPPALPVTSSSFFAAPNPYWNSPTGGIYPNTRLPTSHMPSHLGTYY
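His-tagged ERG Ets domain (1 uM in the protein solution; 300mM KCl, 50mM Tris-HCl, 1mM EDTA, 1mM DTT, pH 7.5) received compound, then a probe mix of 5 nM fluorescein-DNA and 100nM Texas-615-DNA. Fluorescence polarization was read for both dyes.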
RGS4 inh: blocks human RGS4-accelerated GTP hydrolysis; P49798; Transcreener GDP fluorescence polarization, RGS4-accelerated GTP hydrolysis; Potency, µM (series often up to 114 µM), for inactives: at the highest dose activity change, negative = inhibition, actives largely listed as inhibitors; 0.039% of 390,000 active; AID 504845; also: potency is read from the fitted curve at half-maximal effect; % is scaled to controls: 0 for no effect and ±100 for the full control effect; nearly all actives have a fitted effect of over 75% in size; some results filed as inactive show a strong effect at the top dose
Target sequence (P49798 whole entry, looked up): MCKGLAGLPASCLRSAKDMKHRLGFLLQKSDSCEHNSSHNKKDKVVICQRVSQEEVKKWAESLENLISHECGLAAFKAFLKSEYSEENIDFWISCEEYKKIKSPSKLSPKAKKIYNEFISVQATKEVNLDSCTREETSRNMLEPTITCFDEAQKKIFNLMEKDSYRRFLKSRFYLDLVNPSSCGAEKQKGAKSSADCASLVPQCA
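MLSMR compounds (23 nl, pin-transferred) preincubated 10 min at room temperature with a 500nM (2x) first reagent, then RGS4 at 900nM (2x) plus Transcreener GDP mix added; fluorescence polarization (620/688 nm) read before and after 90 min at 30 °C.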
POLH inh: DNA polymerase eta (human) inhibition; recombinant Pol eta, fluorescent DNA replication assay; Potency, µM (series often up to 114 µM), inactives show at the highest dose activity change, negative = inhibition, actives largely listed as inhibitors; 1.2% of 390,000 active; also: potency is read from the fitted curve at half-maximal effect; % is scaled to controls: 0 for no effect and ±100 for the full control effect
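Fluorescent replication assay: 50 nM final substrate added after a 15 min room-temperature compound preincubation with 10 nM enzyme. Signal taken at 0 min and again at 10 min.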
The depositor's hits bear a star; ? = inconclusive; . = no result given; & = joins results of further samples; [ ] = dose if it differs, or a comment. Unless noted, calls follow the shape of the dose curve; as a rule, active = well fitted curve in the direction sought with a large enough effect; inconclusive = small, poorly fitted or top-dose-only effect, or another doubt; inactive = no such curve, though single readings can be large; an effect the other way counts as inactive or inconclusive. Not all compounds are listed, so the mix of outcomes need not match the whole.

compound,ALOX12 inh,Apoferritin bind,APEX1 inh,LDHA block,Pol kappa inh,POLB inh,ERG-DNA inh,RGS4 inh,POLH inh
COc1ccc(Cl)cc1NC(=O)Cn1c(=O)n2nc(C)nc2c2ccccc21,53.2%[activator],-8.4%,13.4%,-1.4,-0.5%,73.6%,-6.5%,3.6%,-17.3%
Cc1ccc(S(=O)(=O)Oc2ccc(N3C(=O)C4C5CCC(C5)C4C3=O)cc2)cc1 (centres undefined),26.9%,-19.5%,?,-5.5,-24.1%,6.0%,2.0%,10.8%,-6.9%
COc1ccc(CCN(C)C2CCCN(S(=O)(=O)c3ccccc3)C2)cc1OC (centres undefined),42.1%[activator],-13.2%,-17.8%,-0.8,3.7%,-1.0%,-13.5%,-9.5%,-13.2%
C/C(=N\N1CCN(C)CC1)c1ccc(Cl)c(Cl)c1,-13.5%,-14.0%,-2.2%,-9.3,?,-0.5%,-4.0%,-39.3%,-13.3%
Cc1nc(CNS(=O)(=O)c2ccc3c(c2)OCCO3)cs1,1.9%,-10.4%,-1.3%,0.7,-11.1%,15.3%,.,14.7%,-3.3%
CC[C@]12c3[nH]c4ccc(OC)cc4c3CCN1C(=O)C(CC(=O)NCc1cccc(C(F)(F)F)c1)C[C@@H]2C(=O)N1CCN(C(=O)c2ccco2)CC1 (some centres undefined),0.0%,.,14.7%,0.6,-2.2%,.,1.9%,1.1%,-5.9%
Cc1csc2nc(COC(=O)c3cccc(NC(=O)COc4ccc(Cl)cc4)c3)cc(=O)n12,?,-5.0%,.,13.7,3.4%[60.1 µM],?,-2.9%,-37.4%,-4.5%
O=C(NC1(C(F)(F)F)NC(=O)N(CC2CCCCC2)C1=O)c1ccco1 (centres undefined),2.0%,?,-1.4%,-8.1,0.4%,1.6%,.,2.0%,9.4%
COc1ccc(-c2cn(-c3ccccc3)nc2CO)cc1,-4.2%,-8.6%,-9.9%,6.6,1.3%,0.3%,4.5%,-20.2%,-11.0%
COc1ccc(/C=C/C(=O)NC(=S)Nc2ccc(S(=O)(=O)Nc3nccnc3OC)cc2)cc1,?,-20.2%,-0.4%,-13.9,-14.5%,-26.7%,22.5%,2.7%,?
CC(C)NC(=O)NNC(=O)Cn1nnc(-c2cccc(Cl)c2Cl)n1,120.7%[activator],4.9%,?,-4.5,-10.5%,-15.3%,-2.4%,23.9%,2.2%
COc1ccc(O)c(C2Nc3ccccc3-n3c(-c4ccccc4)c4c(=O)n(C)c(=O)n(C)c4c32)c1 (centres undefined),-15.8%,-1.9%,.,-9.3,-2.4%,-0.3%,-3.4%,-2.8%,-1.3%
Cc1cc(NC(=O)Cn2cnc3c(nnn3-c3cccc(F)c3)c2=O)no1,6.6%,-13.0%,-4.7%,-5.4,11.7%,-14.2%,1.1%,-7.6%,-18.3%
CCOC(=O)c1c(NC(=O)CNC2CCCc3ccccc32)sc(C(N)=O)c1C (centres undefined),3.8%,-3.1%,-0.7%,-9.9,-25.7%,12.7%,13.4%,5.1%[56.9 µM],-2.6%
O=C(c1cccc(OC2CCN(Cc3ccc(F)cc3Cl)CC2)c1)N1CCCC1,0.0%,-8.4%,3.2%,-5.9,-12.9%,-14.8%,2.5%,12.3%,-8.0%
Cn1ccnc1SCC(=O)c1ccc(Br)cc1,-22.0%[57.4 µM],?,-9.0%,-2.1,1.4%[60.1 µM],?,.,-31.5%,-9.5%
Fc1ccccc1/C=N/N1CCN(Cc2ccccc2Cl)CC1,12.6µM*,-6.3%,37.9%,3.5,-2.1%,-18.9%,0.4%,?,-22.1%
O=C(Nc1ccc(Br)cc1)C1C2C=CC3(O2)C1C(=O)N(CCN1CCCCC1)C3C(=O)NC1CCCCC1 (centres undefined),-4.3%,-15.4%,28.6%,-2.0,-4.1%,8.9%,2.5%,-4.2%,-23.0%
CN1C(=O)CC(N2CCN(c3ccccn3)CC2)C1=O (centres undefined),-16.5%,-16.3%,5.4%,-1.8,7.2%,10.6%,-5.8%,7.0%,1.2%
COc1ccc(S(=O)(=O)N2CCN(Cc3cccc([N+](=O)[O-])c3)CC2)cc1,-74.6%,.,.,-8.0,-8.5%,.,5.0%,16.7%,-23.5%
CCOC(=O)c1c(NC(=O)COC(=O)CNC(=O)c2ccco2)sc(C(C)=O)c1C,10.8%,-21.3%,-5.4%,-3.3,0.2%,0.0%,-8.2%,11.9%,-9.3%
CC1CCC(NC(=O)C2(C)Cc3ccccc3C(=O)N2Cc2ccc(F)cc2)CC1 (centres undefined),-25.8%,-5.0%,.,-10.8,12.4%,25.8%,-2.0%,7.7%,.
CC(=O)Nc1cccc(Oc2cnc3ccccc3n2)c1,0.0%,-17.3%,-0.9%,-11.8,5.3%,83.2%,-4.1%,23.2%,0.3%
O=C(COC(=O)CCCN1C(=O)c2ccccc2C1=O)Nc1ncc(Cl)cc1Cl,?,-19.5%,-4.6%,-0.4,-10.3%,?,8.0%,10.9%,?
CCOC(=O)C1=C(C)NC2=C(C(=O)C(C(=O)OCC)C(c3ccco3)C2)C1c1ccccn1 (centres undefined),-10.7%,112.4%[activator],1.5%,8.2,-12.9%,-0.7%,-6.7%,-8.7%,-3.4%
NC(=O)c1cc(N=Nc2c(N)[nH]n(-c3c(Cl)cc(Cl)cc3Cl)c2=O)ccc1Cl,?,-7.7%,0.7%,-4.5,-0.9%,-10.4%,-8.2%,-13.2%,-2.1%
COC(=O)C(NNc1ccccc1C)(NC(=O)c1ccc(F)cc1)C(F)(F)F (centres undefined),?,?,-2.0%,1.4,-11.7%,-1.8%,-9.7%,?,-0.7%
Brc1ccccc1OCCCCCN1CCOCC1,?,-12.6%,-0.3%,?,0.6%,0.3%,-6.7%,-8.8%,-7.7%
Cc1ccc(-c2nc3ccccc3nc2NN)cc1,?,0.1%,-1.3%,1.8,-19.1%,?,0.2%,-16.9%,-2.4%
COc1ccc(Cn2c(SCc3ccc(C(=O)NC(C)C)cc3)nc3cccnc32)cc1,-14.3%,5.9%,.,-4.0,-1.1%,-2.1%,4.3%,-13.1%,3.3%
COc1ccc(-c2nnc(Nc3ccc(OC)c(C(N)=O)c3)c3ccccc23)cc1,-20.5%,1.4%,.,0.8,?,?,6.8%,-35.3%,?
C=CCOc1cccc(/C=C\c2nc(O)c([N+](=O)[O-])c(=O)[nH]2)c1,1.3%,-1.8%,5.9%,-2.5,-4.0%,-22.3%,-0.1%,-28.8%,-11.1%
N#Cc1ccccc1NC(=O)c1cnc(N2CCOCC2)c2ccccc12,-20.1%,-10.8%,.,5.5,-6.3%[60.1 µM],15.9%,-1.3%,-16.1%,-19.3%
Cc1cccc(C(=O)NNC(=O)c2cc3cc4ccccc4nc3s2)c1,13.0%,-1.3%,8.4%,-7.2,-15.1%,18.4%,5.1%,25.4%,?
CCCCNC(=S)NNC(=O)c1csc(C)c1C,5.3%,2.4%,1.1%,-4.8,-4.2%,?,-3.9%,-11.6%,-18.1%
CCOc1ccccc1N1Cc2cc(C)c(C)cc2C1,?,-16.1%,-1.5%,5.6,-5.9%,22.0%,4.3%,4.7%,-0.5%
O=C(Nn1cnnc1)c1ccc(Cl)c(Cl)c1,?,1.3%,18.6%,-4.9&-3.0,1.2%,-3.1%,12.7%,-6.8%,-20.3%
CCOC(=O)c1c(C)oc2c1c1c(c3ccccc32)OCN(Cc2ccccn2)C1,?,-21.0%,-3.3%,22.6,7.9%,2.6%,2.9%,-53.7%,-17.4%
CSc1ccc(/C=C(/NC(=O)c2ccco2)C(=O)N2CCCCC2)cc1,0.0%,-10.1%,22.7%,-0.6,-5.2%,-0.7%,2.8%,-13.8%,-21.8%
CCOC(=O)C1CCN(C(c2cccc(OC)c2)c2sc3nc(C)nn3c2O)CC1 (centres undefined),11.3%,-16.9%,-1.9%,-9.6,-5.5%,-29.5%,1.0%,3.9%,-10.3%
Cc1ccc(NC(=O)CN(C)CC(=O)Nc2c(C)cccc2C)c(Br)c1,0.0%,-10.6%,-1.3%,-2.0,-6.0%,17.4%,-19.4%,-7.1%,-18.9%
COc1ccccc1-c1nnc(-c2ccc(F)cc2)o1,24.3%,.,.,-8.7,0.8%,.,6.1%,-42.2%,-17.3%
CCC(C)N1CC(C(=O)NC2CCCCC2)CC1=O (centres undefined),4.1%,-7.6%,-0.3%,-1.2,-0.9%,12.7%,4.0%,9.7%,4.3%
CCOC(=O)Cc1cc(=O)n2[nH]c(C(C)(C)C)cc2n1,147.9%[activator],-3.7%,2.5%,-8.1,-1.1%,0.4%,-8.6%,0.3%,-5.7%
COc1cc(OC)cc(C(=O)NCCCNC(=O)c2cccnc2)c1,0.0%,-4.5%,27.9%,-4.1,2.5%,-21.4%,-7.4%,-15.1%,-4.0%
Cc1ccc(CC(=O)Nc2cccc(C)n2)cc1,4.2%,-15.8%,-0.9%,-6.9,-8.6%,1.5%,-0.5%,31.6%,-3.6%
